# Source: PubChem (Broad Institute)
# PglD DTNB – blocks C. jejuni PglD acetyltransferase activity; purified PglD enzyme, DTNB colorimetric CoA detection; inhibition, % at 12.5 µM; 360,000 tested, 0.098% active; AID 602405; in the data active means inhibition above about 16%, passing the limit was not always enough; inconclusive means no clear call, values can overlap the other calls; further: strong numbers were not always called active
# Statin myotox sup – suppressors of simvastatin-induced myotoxicity in C2C12 myotubes; rescue of ATP level, % at 7.49 µM; 330,000 tested, 0.78% active; ATP luminescence, 48 h; scaled: DMSO 0, geranylgeraniol control 100; AID 602340;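 active means mean ATP rescue above about 67%, or every replicate alone reaching that limit, limit read from the data, passing the limit was not always enough; inconclusive means no clear call, values can overlap the other calls; inactive means mean under the limit and some replicate under it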;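 further: myotubes were challenged with 10 µM simvastatin during compound exposure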
# Numbers without * were called inactive; ? = inconclusive. This is a subset. The share of hits here may be higher or lower than overall.
SMILES,PglD DTNB,Statin myotox sup
COCCn1c(SCC(=O)Nc2ncc(Cl)c(C)c2Cl)nc2ccccc21,1,6
COc1ccc(OCCNc2cc(N3CCOCC3)ccc2[N+](=O)[O-])cc1,-5,-1
CCN1CCN(C(c2ccccc2F)c2nnnn2Cc2ccc3c(c2)OCO3)CC1 (stereo unspecified),-1,-7
O=C(CN1C(=O)c2ccccc2C1=O)Nc1ccccc1C(=O)N1CCCC1,-6,-7
CCCCSc1nc2ccc(Nc3nc(N4CCOCC4)nc(N4CCOCC4)n3)cc2s1,1,-51
CC1(C)OC(=O)N(c2ccccn2)C1(C)O (stereo unspecified),4,-6
CCOC(=O)N1CCN(C(=O)CNS(=O)(=O)c2cccs2)CC1,-5,3
CCc1c(C)nc2ncnn2c1N1CCC(C(=O)N2CCN(c3ccc(F)cc3)CC2)CC1,0,8
COc1ccc2nc(SCC(N)=O)cc(C)c2c1,-2,-8
COc1ccc(S(=O)(=O)N(CC(=O)Nc2cc(C)on2)Cc2ccccc2)cc1,1,-1
O=C(NCc1ccccc1)c1cc(=O)[nH]c2ccccc12,4,5
Cc1ccc(NC(=O)C(C)Sc2nc(=O)cc(N)n2-c2ccccc2)cc1 (stereo unspecified),-1,1
O=C(NCCSc1ccc(Cl)cc1)c1ccco1,2,-10
Cn1ncc(C#N)c1/N=C/N1CCCCCC1,0,-5
CCCCn1c(-c2ccccc2)nc2c(=O)n(C)c(=O)[nH]c21,16,-4
CC(C)N=Cc1c(O)[nH]c2ccccc12,0,83*
Cc1cc(=O)[nH]c(SCCCOc2ccc(F)cc2)n1,-4,-12
CC(C)OC(=O)C1CC=CCC1C(=O)Nc1ccc(Cl)cc1 (stereo unspecified),-2,3
N#CC(C(=O)c1ccco1)c1ccccn1 (stereo unspecified),-3,2
CC1(C)N([O-])C(c2cccs2)=C[N+]1=O,-2,10

# Part of the list above, reformatted.
# Values in the order: PglD DTNB	Statin myotox sup
> N#CC(C(=O)c1ccco1)c1ccccn1 (stereo unspecified)
 : -3	2
> CCCCn1c(-c2ccccc2)nc2c(=O)n(C)c(=O)[nH]c21
 : 16	-4

# Additional compounds.
SMILES,PglD DTNB,Statin myotox sup
O=C(O)C1CC=CCC1C(=O)Nc1ccc2c(c1)OCCO2 (stereo unspecified),-5,4
Cc1ccc(NC(=O)CN(C)S(=O)(=O)c2cccs2)cc1F,0,-3
COc1cccc(CC(NC(C)=O)C(=O)NC2CCN(c3nc(C)cc(C)c3C#N)CC2)c1 (stereo unspecified),1,118*
O=C(CN1CCc2ccccc21)Nc1ccc2c(c1)OCO2,-5,-4
O=C(COc1ccccc1Cl)Nc1cc(Cl)ccc1Oc1ccccc1,5,-11
COc1ccc(N2C(=O)CSC23C(=O)N2CCCc4cccc3c42)cc1 (stereo unspecified),3,-3
Cc1ccc(NC(=O)CSC2=Nc3ccccc3C3CC=NN23)c(C)c1 (stereo unspecified),-16,6
CCOC(=O)C(NC(=O)c1cccnc1)(Nc1cccc(C)n1)C(F)(F)F (stereo unspecified),1,-2
CCOC(=O)c1c(C)oc2ccc(OCC(=O)C(C)(C)C)cc12,0,144*
CC(C)NC(=O)CSc1nnc(-c2ccc(S(=O)(=O)N3CCCC3)cc2)n1CC1CCCO1 (stereo unspecified),2,-3
CCn1nc(C)c(C(=O)Nc2cc(Oc3cc(C)cc(C)c3)cc([N+](=O)[O-])c2)c1C,-3,-13
O=C1CCSc2ccc(Cl)cc2N1Cc1cccc(Cl)c1,5,19
O=C(c1ccccc1)N1CCN(Cc2ccccc2Br)CC1,1,8
O=[N+]([O-])c1ccc(N/N=C/c2c[nH]c3ccccc23)cc1,1,?
CCOC(=O)c1cc(NC(=O)C2CCCO2)cc(C(=O)OCC)c1 (stereo unspecified),-1,47
Cc1c(CN(C)C(=O)c2sc3cc(Cl)ccc3c2Cl)cnn1C,-4,-14
COc1cc2c(cc1OC)C1(CCCC1)C(N)=C2C#N,0,-36
COc1ccc(NC(=O)CN2CCOCC2)cc1,4,13
Cc1nc(-c2ccccn2)sc1C(=O)Nc1ccc(Cl)c(Cl)c1,-5,-23
Cc1nn(C)c(C)c1/C=C/C(=O)c1cccs1,2,3
COc1cccc(CNS(=O)(=O)c2cc(Br)cc3c2N(C(C)=O)C(C)C3)c1 (stereo unspecified),-1,5
CC(CC(=O)NCc1cccnc1)c1ccccc1 (stereo unspecified),-4,5
O=C(Nc1ccc(Cl)cc1)N1CCCN(Cc2ccc(F)cc2)C1,-12,-42
Cc1cc(C)c(NC(=O)C2CCCN2CCO)c(C)c1 (stereo unspecified),-1,0
COC(=O)c1cc(COC(=O)c2ccc(OC)c(S(=O)(=O)N3CCCC3)c2)oc1C,1,90*
COc1ccc2nc(SCc3cccnc3)c(C#N)cc2c1,-5,7
Cc1ccc(-c2nnn(CC(=O)N(c3ccc(F)cc3)C(C(=O)NC(C)(C)C)c3ccco3)n2)o1 (stereo unspecified),0,83*
O=C(Nc1ccccc1)C1CCN(C(=O)c2ccccc2)CC1,-1,-8
COc1ccc(S(=O)(=O)N2CCN(C(=O)CCC3CCCC3)CC2)cc1,-2,4
CCOC(=O)c1c(C)sc2c1N(C(=O)CN(CC)CC)c1cc(Cl)ccc1S2,-15,115*
C/C(=N\O)C1(C)N(O)C(C)(C)C(c2ccc(Br)cc2)=[N+]1[O-] (stereo unspecified),-5,0
CCOC(=O)C1CCN(CC(=O)c2c(C)[nH]c3ccccc23)CC1,-7,12
Cc1nc2ccccc2n1CC(=O)NCc1ccccc1,6,8
COc1cc(C(=O)Nc2ccc(S(=O)(=O)N3CCCCC3C)cc2)cc(OC)c1OC (stereo unspecified),0,-6
CC1CCN(c2cc(N)c(Cl)cc2[N+](=O)[O-])CC1,2,-3
Cc1ccc(CSc2nnc(-c3ccccn3)n2C)cc1,5,1
O=C(OCCN1C(=O)c2ccccc2C1=O)c1cc(S(=O)(=O)N2CCOCC2)ccc1Cl,1,-9
Cc1cc(NC(=O)C2C3C(=O)N(Cc4ccc(Cl)cc4)C(C(=O)NC(C)(C)C)C34C=CC2(C)O4)no1 (stereo unspecified),3,32
COc1ccc2c(c1)[C@H]1[C@H](CO2)[C@H](c2ccccc2)[C@]2(C)C(=O)N(Cc3ccc(C)cc3)CC(=O)N12,-2,-11
C=CCn1c(=O)c2ccccc2n2c(SCC(=O)Nc3cc(C)on3)nnc12,2,-2
Cc1[nH]n2c(=O)c(C#N)c(-c3ccccc3)nc2c1-c1ccccc1,6,-1
COc1nc(NCc2ccco2)nc(N2CCC(C)CC2)n1,1,6
Cc1ccccc1NC(=O)N(C(C)C)C(C)C,4,-13
Cc1c(CN(C)C)c2c(n1C)C(=O)c1ccc(Br)cc1-2,-1,11
COc1ccccc1-c1nnc(SC2CCc3ccccc3NC2=O)s1 (stereo unspecified),2,-37
COc1ccc(CNC(=O)C(c2ccco2)N(Cc2cccs2)C(=O)Cc2cccs2)cc1 (stereo unspecified),-18,35
O=C(CSc1nc2ccc(Cl)cc2o1)NCc1ccc2c(c1)OCO2,-10,22
CCCCCOC(=O)C1C2C=CC3(CN(c4ccccc4C)C(=O)C13)O2 (stereo unspecified),1,-2
O=C(O)/C=C/C(=O)NC1CCS(=O)(=O)C1 (stereo unspecified),-3,5
O=C(O)c1ccc2cc[nH]c2c1,0,15
# Following part:
SMILES,PglD DTNB,Statin myotox sup
Cc1ccc(N(Cc2ccco2)C(=O)c2cccc(S(=O)(=O)N(C)C)c2)cc1,3,21
CCNS(=O)(=O)c1ccc(CCC(=O)Nc2cc(Cl)ccc2Oc2ccccc2)cc1,9,0
COc1ccc(NS(=O)(=O)CC23CCC(CC2=O)C3(C)C)cc1 (stereo unspecified),-1,-6
C=CCn1c(SC2CCOC2=O)nc2sc(C)c(C)c2c1=O (stereo unspecified),-2,-2
O=C1NC(c2ccncc2)Nc2ccccc21 (stereo unspecified),1,-27
CSc1nsc(SCC(=O)Nc2ccc(C(C)=O)cc2)n1,10,-4
O=C(c1cc2nc(-c3cccs3)cc(C(F)(F)F)n2n1)N1CCCc2ccccc21,-3,-29
O=C(Cn1nnc2ccccc2c1=O)NC1CCCc2ccccc21 (stereo unspecified),4,5
CN1CCN(NC(=O)CN2C(=O)/C(=C/c3c(Cl)cccc3Cl)SC2=S)CC1,0,-3
c1ccc(C2=Nn3c(nnc3-c3cc(-c4ccccc4)n[nH]3)SC2)cc1,4,56
CCC1(CC)Cc2ccccc2-c2nc(NCCO)[nH]c(=O)c21,-2,2
CC(C)(O)C#Cc1ccccc1C(=O)NC(CC(N)=O)C(=O)O (stereo unspecified),6,-5
CCOCCn1c(N2CCN(c3ccc(OC)cc3)CC2)nc2c1c(=O)n(C)c(=O)n2C,-1,9
O=C(CN1C(=O)CCSc2ccccc21)Nc1ccc2c(c1)OCCO2,2,26
COc1cc(OC)c(C2=NOC(C(=O)NCCc3ccccc3)C2)cc1Cl (stereo unspecified),-1,-4
CCOc1ccc2nc(NCCCNS(=O)(=O)c3ccccc3)c(C#N)cc2c1,-6,4
Nc1nnc(CC(=O)NCc2ccccc2)s1,-2,-9
O=C1CC(N2CCN(c3ccc(Cl)c(Cl)c3)CC2)C(=O)N1 (stereo unspecified),-2,-3
Cc1ccc2c(CC(=O)N3CCN(S(=O)(=O)c4cccs4)CC3)coc2c1,2,-6
COCCn1nnnc1C(CC(C)C)N1CCN(c2cccc(OC)c2)CC1 (stereo unspecified),5,37
O=C(O)c1cccc(Cn2c(Cl)c(/C=N/NC(=O)c3ccccc3)sc2=O)c1,10,2
CCNC(=O)c1c(O)c2cccc3c2n(c1=O)CC3,-2,-2
Cc1cc(C)c2nc(N3CCN(C)CC3)c(C#N)cc2c1,-6,3
CC(C)c1ccc(OCc2nc(-c3ccccn3)no2)c(Br)c1,0,-4
CCOc1ccc(-c2nc(C)c(C(C)=O)n2O)cc1,-4,3
O=c1ncn(-c2ccc(F)cc2)c2ncccc12,-3,-13
CCOc1ccc(-c2nnc3n2N=C(c2ccc(OC)cc2)CS3)cc1,-2,-9
Cn1c(=N)c(S(=O)(=O)c2ccc(F)cc2)cc2c(=O)n3ccccc3nc21,2,10
O=C(Nc1ccc2c(c1)OCO2)c1cnn2c1NC(c1ccco1)CC2C(F)(F)F (stereo unspecified),-2,-27
Fc1cccc2sc(Nc3nc4ccccc4s3)nc12,0,-2

# Single records, as listed above. Screens in order: PglD DTNB, Statin myotox sup
# Shown for COc1ccc(NC(=O)CN2CCOCC2)cc1 : 4, 13
# Shown for CC(C)N=Cc1c(O)[nH]c2ccccc12 : 0, 83*

# The list goes on.
SMILES,PglD DTNB,Statin myotox sup
O=C(N/N=C/C=C/c1ccccc1)c1cnccn1,2,0
CCN(CC)CCCN1C(=O)C(=O)/C(=C(/O)c2cc(C)ccc2C)C1c1cccnc1 (stereo unspecified),5,7
COC(=O)C(Cc1cncn1COCc1ccccc1)NC(=O)OC(C)(C)C (stereo unspecified),3,7
CCn1c(SCC(=O)NCCc2ccc(Cl)cc2)nnc1-c1cccs1,7,9
CC(C)OC(=O)NCCOC(=O)Nc1cccc(Cl)c1,5,-7
O=C(CCSCCc1ccncc1)NCCCN1CCOCC1,0,20
COC(=O)c1[nH]c2cc(OC)ccc2c1NC(=O)CCN1CCN(Cc2ccc3c(c2)OCO3)CC1,4,25
O=C(C1=C[C@H](c2coc3ccccc3c2=O)C[C@H](OCc2ccc(CO)cc2)O1)N1CCN(Cc2ccccc2)CC1,2,1
COc1ccc(NC(=O)C2CCCN(c3c4c(nc5ncnn35)CCC4)C2)cc1OC (stereo unspecified),-4,12
O=C(NCc1ccccn1)c1ccc(N2CCCC2=O)cc1,2,-1
O=C(Nc1c(F)cc(F)cc1Br)c1cc2nc(C(F)F)cc(C(F)F)n2n1,3,-2
Cc1ccc(C(=O)Nc2ccc(CC(=O)O)cc2)o1,-6,5
Cc1ccc(O)c(NC(=O)c2cc3nc4c(c(C(F)(F)F)n3n2)CCc2ccccc2-4)c1,-2,5
CC(C)Oc1ccc(-c2cc(C(=O)NCCN3CCOCC3)c3ccccc3n2)cc1,2,1
O=C(O)CCN(CCC(=O)O)S(=O)(=O)c1ccccc1,0,4
Cc1ccc(SCCNC(=O)c2ccccc2C)cc1,6,4
Cc1nc2ncnn2c(C)c1CCC(=O)N1CCN(Cc2ccccc2)CC1,6,4
Cc1ccc(C)c(NC(=O)Cc2ccc(S(=O)(=O)N3CCCCC3)s2)c1,0,2
O=C(O)CCN1Cc2ccccc2C1=O,-3,6
COc1ccc(CCN2CC(C(=O)O)CC2=O)cc1 (stereo unspecified),4,-2

# Sorted by SMILES length (highest first): some entries from above.
SMILES,PglD DTNB,Statin myotox sup
O=C(Nc1c(F)cc(F)cc1Br)c1cc2nc(C(F)F)cc(C(F)F)n2n1,3,-2
COc1ccc(OCCNc2cc(N3CCOCC3)ccc2[N+](=O)[O-])cc1,-5,-1
CCOc1ccc(-c2nnc3n2N=C(c2ccc(OC)cc2)CS3)cc1,-2,-9
CCOc1ccc(-c2nc(C)c(C(C)=O)n2O)cc1,-4,3

# Further entries
SMILES,PglD DTNB,Statin myotox sup
Cc1c(NC(=O)CN2CCN(C(c3ccccc3)c3ccccc3)CC2)c(=O)n(-c2ccccc2)n1C,-1,-2
CCOC(=O)N1CCN(CC(O)COCC2=CCC3CC2C3(C)C)CC1 (stereo unspecified),6,-1
CN(CC(=O)NCc1ccc(Cl)cc1)S(=O)(=O)c1cccc2nsnc12,-2,0
COc1ccccc1NC(=O)N1CCc2[nH]c3ccc(F)cc3c2C1,-6,-10
CCOC(=O)NC(Nc1cc(C)on1)(C(F)(F)F)C(F)(F)F,-1,-1
COc1ccc(S(=O)(=O)NCCC(=O)NCc2ccc(F)cc2)cc1,3,-12
CCOC(=O)c1cnc(SC)nc1Oc1cccc(NC(=O)c2cccc(Cl)c2Cl)c1,-1,-7
